Bioassay records (PubChem)
IP6K1 inhibitor – Primary qHTS assay for small molecule inhibitors of Inositol hexaphosphate kinase 1 (IP6K1); Inositol hexakisphosphate kinase 1 (Homo sapiens), Q92551; IP6K1 kinase, ADP-Glo luminescence, 2 h; stronger effect = lower value; activity change, % (series mostly up to about 58 µM); hit rate 0.81% among 140,000; in the data active = activity change below about -25%
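ADP-Glo luminescence measures ADP made by human IP6K1 during a 2 h RT reaction with ATP/IP6 (mix at 1.3 mM/130 uM); top library doses 57.5 and 19.1 uM final.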
HEK293 tox – Cytotoxic Profiling in HEK 293 Cell Line of Diverse Libraries Using Quantitative High-Throughput Screening; hit rate 6.6% among 94,000; Potency, µM (series often up to 115 µM), without a hit: at the highest dose activity change, negative = cytotoxicity, usual class: inhibitors; AID 1345083, 2018; HEK 293 viability, ATP luminescence (CellTiter-Glo), 48-72 h; note: potency is the fitted concentration of half-maximal effect; nearly all actives have a fitted effect of over 60% in size
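HEK 293 cells seeded at 250 cells/well were exposed to compound for 48 or 72 hr at 37 degree Celsius. Viability taken as ATP content by CellTiter-Glo luminescence.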
3T3 cytotox – Cytotoxic Profiling in NIH 3T3 Cell Line of Diverse Libraries Using Quantitative High-Throughput Screening; NIH 3T3 viability, CellTiter-Glo ATP luminescence, 48-72 h; Potency, µM (doses to about 96.7 µM), inactives show at the highest dose activity change, negative = cytotoxicity, usual class: inhibitors; hit rate 4.3% among 94,000; AID 1345082, 2018; note: potency is the fitted concentration of half-maximal effect; nearly all actives have a fitted effect of over 55% in size
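Viability of NIH 3T3 cells after 48 or 72 hr compound treatment at 37 °C was assessed by CellTiter-Glo, with luminescence imaged following a 10 min room-temperature step.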
SNCA viab count – GF-AFC viability counterscreen for inhibitors of alpha-synuclein gene (SNCA) expression; HEK-293-SNCA-luc viability, GF-AFC fluorescence, 24 h; Potency, µM (top dose mostly 57.1 µM), inactives show top-dose activity change, negative = cytotoxicity, actives largely listed as cytotoxic; hit rate 0.12% among 150,000; AID 1671193, 2021;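 note: potency is the fitted concentration of half-maximal effect; 0% = DMSO-treated cells and -100% = medium-only wells without cells; nearly all actives have a fitted effect of over 30% in size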
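Cytotoxicity counterscreen: after 24 h compound treatment of genome-edited SNCA-luciferase HEK-293 cells, live-cell protease substrate GF-AFC read by fluorescence after 30 min; activity scaled between DMSO (0%) and medium-only (-100%), curves Hill-fitted.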
GPT2 inh – Primary qHTS assay for inhibitors of Glutamate pyruvate transaminase 2 (GPT2); Alanine aminotransferase 2 (Homo sapiens), Q8TD30; Recombinant GPT2, coupled pyruvate oxidase/HRP Amplex Red fluorescence; Potency, µM (highest dose often 57.7 µM), without a hit: at the top dose activity change, negative = inhibition, most hits filed as inhibitors; hit rate 0.25% among 100,000; AID 1671188, 2021; note: potency is the fitted concentration of half-maximal effect; nearly all actives have a fitted effect of over 60% in size; many of its hits are not listed in these tables
Target sequence (Q8TD30 whole entry, looked up): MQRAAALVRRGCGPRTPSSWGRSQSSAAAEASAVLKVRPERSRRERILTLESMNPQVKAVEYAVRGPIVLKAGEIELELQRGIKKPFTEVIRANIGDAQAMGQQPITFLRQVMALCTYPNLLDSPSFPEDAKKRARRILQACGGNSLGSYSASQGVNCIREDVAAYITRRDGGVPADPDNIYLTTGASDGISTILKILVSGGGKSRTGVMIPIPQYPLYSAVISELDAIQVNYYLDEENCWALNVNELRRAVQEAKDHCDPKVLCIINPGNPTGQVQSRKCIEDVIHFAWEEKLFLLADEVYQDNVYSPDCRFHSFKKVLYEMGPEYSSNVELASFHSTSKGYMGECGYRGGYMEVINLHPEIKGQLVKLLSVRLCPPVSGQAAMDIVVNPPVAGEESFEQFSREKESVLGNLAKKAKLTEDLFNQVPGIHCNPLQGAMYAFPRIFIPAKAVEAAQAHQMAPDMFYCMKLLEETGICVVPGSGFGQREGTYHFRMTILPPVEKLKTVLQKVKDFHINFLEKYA
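Fluorescence read-out: pyruvate from GPT2 turnover coupled to pyruvate oxidase, HRP and Amplex Red (0.2mM ThPP, 0.2U/mL PO and HRP, 50uM Amplex final). Substrates 250uM a-KG, 2mM L-alanine; enzyme 10ng/uL; 30 min RT.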
FLuc inh – Firefly luciferase inhibition profiling of diverse chemical library using quantitative high-throughput screening; Potency, µM (series often up to 115 µM), for the others: at the highest dose activity change, negative = inhibition, actives largely listed as inhibitors; purified P. pyralis luciferase, luminescence, biochemical; Luciferin 4-monooxygenase (Photinus pyralis), P08659; AID 1347043, 2019; hit rate 2.5% among 76,000; note: potency is the fitted concentration of half-maximal effect; nearly all actives have a fitted effect of over 65% in size
Target sequence (P08659 whole entry, looked up): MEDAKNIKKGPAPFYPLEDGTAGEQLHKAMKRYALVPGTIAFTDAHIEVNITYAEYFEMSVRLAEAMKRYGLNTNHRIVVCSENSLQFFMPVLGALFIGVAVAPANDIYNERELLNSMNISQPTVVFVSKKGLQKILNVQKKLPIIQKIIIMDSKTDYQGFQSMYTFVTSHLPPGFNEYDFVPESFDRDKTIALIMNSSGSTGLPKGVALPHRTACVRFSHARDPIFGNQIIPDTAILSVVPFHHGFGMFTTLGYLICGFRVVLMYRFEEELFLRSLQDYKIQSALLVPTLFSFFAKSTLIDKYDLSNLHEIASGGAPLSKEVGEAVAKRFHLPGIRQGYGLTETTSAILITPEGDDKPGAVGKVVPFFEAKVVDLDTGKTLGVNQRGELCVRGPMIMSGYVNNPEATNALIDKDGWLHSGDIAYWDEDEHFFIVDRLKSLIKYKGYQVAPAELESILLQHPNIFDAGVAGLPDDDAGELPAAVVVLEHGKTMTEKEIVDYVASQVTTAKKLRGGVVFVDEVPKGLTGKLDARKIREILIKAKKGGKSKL
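Inhibitors were tested against purified firefly luciferase in a biochemical, low-substrate format (both substrates at 10uM) and luminescence measured with a CCD imager.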
SNCA expr inh – Primary qHTS assay for inhibitors of alpha-synuclein gene (SNCA) expression | HEK-293 SNCA-luciferase knock-in, luminescence, 24 h | Potency, µM (doses to about 57.2 µM), for the others: top-dose activity change, negative = inhibition, most hits filed as inhibitors | hit rate 0.17% among 140,000 | AID 1671194, 2021;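 note: potency is the fitted concentration of half-maximal effect; plate controls were DMSO cells for no effect and cell-free wells for full effect; nearly all actives have a fitted effect of over 45% in size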
* marks the source's active call; other numbers are inactive results; i = inactive; ? = inconclusive; . = no result given; [ ] = remark or other dose. Unless noted, calls come from the whole dose curve; as a rule, active = well fitted curve in the direction sought with a large enough effect; inconclusive = small, poorly fitted or top-dose-only effect, or another doubt; inactive = no such curve, though single readings can be large; an effect the other way counts as inactive or inconclusive. Unless noted, % is set by controls: 0 for no effect and ±100 for the full control effect. An excerpt. The share of hits here may be higher or lower than overall.

SMILES	IP6K1 inhibitor	HEK293 tox	3T3 cytotox	SNCA viab count	GPT2 inh	FLuc inh	SNCA expr inh
COC(=O)c1c(NC(=O)c2cccc(OC)c2)sc2c1CCC(C(C)(C)C)C2 (stereo not drawn)	3	.	.	4%	.	.	7%
COc1ccc(C)cc1NC(=O)N1CCC(CN2CCC(C)CC2)CC1	-5	.	.	-8%	.	.	-5%
CCOC(=O)c1c(S(=O)(=O)N2CCN(c3cc(Cl)ccc3C)CC2)c(C)n(C)c1C	19	.	.	4%	.	.	-17%
CC1(C)C[C@H](NCc2ccc(CO)o2)[C@@]2(CCC(=O)N3CCOCC3)CC[C@](C)(O)C[C@@H]12	11	-10%	-20%	6%	0%	-6%	13%
COCCNC(=O)CCCn1c(SCC(=O)c2ccc(F)cc2)nc2c(sc3ccccc32)c1=O	54	.	.	-3%	.	.	20%
CCCCn1c(SCC(=O)Nc2cccc(OC)c2)nc2c(sc3ccccc32)c1=O	-2	.	.	-1%	.	.	-23%
O=C(OCc1cc(=O)n2nc(C3CCCCC3)sc2n1)c1ccc(F)cc1	5	.	.	0%	.	.	29%
CC(=O)c1ccc(NC(=O)CSc2nnc3ccc(-c4ccc(Br)cc4)nn23)cc1	-13	.	.	-6%	.	.	?
O=C1CC(c2ccccc2)N(C(=O)CNC(=O)c2ccc3ccccc3n2)CCCCCN1 (stereo not drawn)	-2	-2%	-18%	-9%	i	-4%	-1%
COC(=O)N1CCC(C(=O)N2CCCC(c3nc4ncccc4[nH]3)C2)CC1 (stereo not drawn)	17	-5%	-18%	-3%	-1%	.	13%
Cc1ncc2c(c1CNC(=O)c1ccc3c(c1)OCO3)CCN(C(=O)CC1NC(=O)c3ccccc31)C2 (stereo not drawn)	23	13%	i	?	-15%	0%	17%
COc1ccc2c3ccnc4ccc(=O)n(c2c1)c43	-3	.	.	-16%	-3%	.	.

4 compounds picked at random from those above, as already listed:
SMILES	IP6K1 inhibitor	HEK293 tox	3T3 cytotox	SNCA viab count	GPT2 inh	FLuc inh	SNCA expr inh
COc1ccc(C)cc1NC(=O)N1CCC(CN2CCC(C)CC2)CC1	-5	.	.	-8%	.	.	-5%
O=C1CC(c2ccccc2)N(C(=O)CNC(=O)c2ccc3ccccc3n2)CCCCCN1 (stereo not drawn)	-2	-2%	-18%	-9%	i	-4%	-1%
COC(=O)N1CCC(C(=O)N2CCCC(c3nc4ncccc4[nH]3)C2)CC1 (stereo not drawn)	17	-5%	-18%	-3%	-1%	.	13%
COCCNC(=O)CCCn1c(SCC(=O)c2ccc(F)cc2)nc2c(sc3ccccc32)c1=O	54	.	.	-3%	.	.	20%

The listing continues.
SMILES	IP6K1 inhibitor	HEK293 tox	3T3 cytotox	SNCA viab count	GPT2 inh	FLuc inh	SNCA expr inh
COc1cccc(NC(=O)CCc2ccc3c(c2)CN(S(C)(=O)=O)CCO3)c1	-2	?	-25%	3%[12.5 µM]	2%	-24%	30%
Cc1ccc(C(=O)N2[C@@H]3CC[C@H]2CC(NC(=O)c2cnc(C)cn2)C3)cn1 (stereo partly drawn)	8	?	-15%	-5%	0%	-7%	7%
COc1ccc(CCNC(=O)Cc2ccc(N(Cc3ccccc3)C(=O)c3ccco3)cc2)cc1	-2	?	?	-19%	2%	-12%	-7%
O=C(NC1CCN(C(=O)c2ccc(-c3cccs3)cc2)CC1)c1ccccn1	-8	?	?	?	i	.	10%
Cc1ccc2occ(CC(=O)Nc3ccc(Cl)c(C(F)(F)F)c3)c2c1	-1	.	.	-30%	.	.	?
CN(C)C[C@H]1O[C@H](Cc2cc(-c3cccc(O)c3)on2)CC[C@@H]1O	8	-29%[172 µM]	-9%[174 µM]	6%[87.6 µM]	i	6%[172 µM]	-25%[87.6 µM]
CN=c1nc(-c2ccccc2)n(-c2ccccc2)s1	.	.	.	-1%	-12%	.	112%[activator]
CCNC(=O)c1cc2c(=O)[nH]c(-c3ccccc3)cn2n1	6	?	?	-13%	3%	2%	12%
Cc1c(Cl)cccc1NC(=O)CN1C(=O)CSc2ccc(S(=O)(=O)N3CCCC3)cc21	-5	.	.	-17%	.	.	27%
CCn1ccc(C(=O)N2CCCN(S(C)(=O)=O)C(c3ccccc3)CC(=O)NCC2)n1 (stereo not drawn)	8	-5%	-17%	8%	i	-5%	-21%
Cn1nc(C2CCNC2)c2c(C(=O)N3CCC(F)CC3)cc(C3CC3)nc21 (stereo not drawn)	6	3%	i	-8%	i	.	-2%
O=C(NCc1ccc(F)cc1F)C1CCCCN1Cc1ccc(-c2ccsc2)cc1 (stereo not drawn)	4	28µM*	?	-5%	-10%	.	-17%

Looked up above.
In 3T3 cytotox, CN(C)C[C@H]1O[C@H](Cc2cc(-c3cccc(O)c3)on2)CC[C@@H]1O has the entry -9%[174 µM]
In SNCA viab count, CCn1ccc(C(=O)N2CCCN(S(C)(=O)=O)C(c3ccccc3)CC(=O)NCC2)n1 (stereo not drawn) has the entry 8%

Next entries:
SMILES	IP6K1 inhibitor	HEK293 tox	3T3 cytotox	SNCA viab count	GPT2 inh	FLuc inh	SNCA expr inh
O=C(C1CCOCC1)N1CCC2(COc3ncccc3[S+](=O)([O-])N2)C1 (stereo not drawn)	15	i	i	-9%	-13%	.	-13%
CC(C)Cc1cc(CN2CC[C@H](N3CCN(C)CC3)[C@H](CCC(=O)O)C2)[nH]n1	-8	i	4%	3%	-7%	-1%	-2%
Cc1cccc(NC(c2cccc(F)c2)c2ccc3ccc(C)nc3c2O)n1 (stereo not drawn)	-21	.	.	2%	.	.	-24%
CN(C)c1ccc(CN2C[C@H](O)C[C@H]2c2nc(C3CC3)no2)cc1	13	-5%[172 µM]	-29%[174 µM]	1%[87.6 µM]	i	-5%[172 µM]	-13%[87.6 µM]
Cc1ccccc1OCC(=O)Nc1ccc2nc(SCC(=O)N3CCOCC3)sc2c1	10	.	.	3%	.	.	28%
CC(C)(C)c1ccnc(N[C@H]2CO[C@H]3[C@@H]2OC[C@H]3OC(=O)Nc2cccc(C(F)(F)F)c2)n1	3	40µM*	?	-5%	?	-7%	?
COc1ccc(N2CC(NC(=O)C3CCCC3)CC2=O)cc1 (stereo not drawn)	6	.	.	2%	.	.	-4%
COc1ccc2c(c1)c(CC(=O)OC/C=C(\C)CC/C=C(\C)CCC=C(C)C)c(C)n2C(=O)c1ccc(Cl)cc1	-24	.	.	-21%[23.9 µM]	i	.	2%[25.6 µM]
CS(=O)(=O)c1ccc(CNC[C@H]2COCc3nc4cc(F)ccc4n32)cc1	3	?	?	-16%[87.6 µM]	-7%[88.5 µM]	22%[172 µM]	8%[87.6 µM]
CCNc1ncnc2sc3c(c12)CCN(Cc1ccco1)C3	6	?	?	3%	i	1%	-18%
CSc1ccc(-c2ccc3c(c2)C(=O)N2CC[C@H](NC(=O)c4cccs4)[C@H]2C(=O)N3)cc1	9	-15%	-20%	-10%	i	6.3µM*	185%[activator]
COc1ccc(N2CCN(C(=O)c3cn(CC(C)C)c(=O)c4c3c3ccccc3n4C)CC2)cc1	21	.	.	?	.	.	-23%
COc1ccc2nc(N(Cc3cccnc3)C(=O)c3ccco3)sc2c1	-19	.	.	-23%	.	.	232%[activator]
COc1ccc(CC(=O)Nc2ccc3nc(N4CCCCC4)cc(C)c3c2)cc1	-18	.	.	3%	.	.	12%
O=C(NCCc1ccccn1)c1cc2n(n1)CC(c1ccc(Br)cc1)OC2 (stereo not drawn)	2	?	?	-14%	-3%	-23%	-21%
CCc1ccccc1C(=O)N1CC[C@@](O)(CCOC)[C@H](C)C1	7	-4%	3%	5%	i	-3%	-10%
CN(CC1CCOCC1)S(=O)(=O)c1cccs1	18	3%	3%	-6%	-6%	-2%	-20%
Cc1ccc(NC(=O)C(Cc2ccccc2)N2Cc3ccccc3C2=O)cc1Cl (stereo not drawn)	20	.	.	-22%	.	.	-24%
COc1ccc(CCNC(=O)CCc2c(C)c3cc4c(C)c(C)oc4cc3oc2=O)cc1	-15	.	.	-9%	.	.	-11%
COCCN1CCCCC(CC(=O)Nc2ccc(OC)cc2)C1=O (stereo not drawn)	11	-7%	-3%	-4%	i	0%	-17%
Cc1nn(-c2ccc(F)cc2)c(C)c1[C@@H]1C=C[C@@H](NC(=O)c2ccco2)C1	7	?	?	-10%[87.6 µM]	i	?	89%[activator][87.6 µM]
Cc1ccc(-c2nc(CNC(=O)C3(N)CCC3)[nH]c2-c2ccccn2)cc1	-3	?	-3%	-5%	-15%[11.5 µM]	9%	-9%
Cc1ccc(-c2cc3c(n2-c2ccc(C)cc2)CC(C)(C)CC3=O)cc1	-10	.	.	12%	.	.	7%
COC(=O)C(=O)N[C@H]1C[C@@H](Cc2cc(-c3ccc(OC)cc3)on2)C1(C)C	-9	-26%[172 µM]	-21%[138 µM]	-4%[87.6 µM]	-8%[88.5 µM]	?	-11%[87.6 µM]
COCCNC(=O)C[C@@H]1C[C@@H](C(C)C)[C@H](CNS(C)(=O)=O)C=C1C	3	2%[172 µM]	4%[138 µM]	0%[87.6 µM]	3%[88.5 µM]	-4%[172 µM]	-12%[87.6 µM]
Cc1ccc(C2C=C(c3ccccc3)Nc3nc(NS(=O)(=O)c4ccc(C)cc4)nn32)cc1 (stereo not drawn)	3	.	.	?	.	.	22%
O=C(NC1CCCN(c2ccnc3ccnn23)C1)c1cc(F)ccc1Br (stereo not drawn)	16	-33%	?	6%	i	.	34%[activator]
O=C(NCCCN1CCCCC1)C1CN(S(=O)(=O)c2cccnc2)CC12CCCCC2 (stereo not drawn)	17	3%	3%	4%	i	3%	3%
Cc1ccc(N2C(=O)c3oc4cc(C)c(C)cc4c(=O)c3C2c2cccc(O)c2)nc1 (stereo not drawn)	-8	.	.	-10%	.	.	-20%
CC1=CC(=O)CC(C)(CO[C@@H]2O[C@H](CO)[C@@H](O)[C@H](O)[C@H]2O)C1(O)/C=C/C(C)=C/C(=O)O (stereo partly drawn)	18	.	.	-3%[23.9 µM]	i	.	.
O=C(O)c1ccccc1CN1CC(COc2ccccc2)C2(C1)CN(c1ccccc1)C2 (stereo not drawn)	-7	?	-3%[138 µM]	1%[87.6 µM]	i	-2%[172 µM]	-8%[87.6 µM]
CCc1ccccc1NC(=O)C1c2ccccc2C(=O)N(CCOC)C12CCCC2 (stereo not drawn)	13	-8%	-18%	-3%	-3%	-9%	1%
COCC1CN(C)CC12CCN(C(=O)CC1=CCCCC1)CC2 (stereo not drawn)	24	?	-28%	?	i	0%	3%
COc1ccc2c(c1)CC(C(=O)NCc1ccc(F)cc1)CO2 (stereo not drawn)	4	.	.	-5%	.	.	-2%
